# Source: PubChem
# RAM inhibit = yeast RAM network inhibition; S. cerevisiae dse1pr::URA3 reporter, 5-FOA growth OD615, 2 d; analog-sensitive cbk1-as2 kinase mutant strain; inhibition, % at 50 µM; 1.8% of 190,000 active; AID 868;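 active = inhibition above a set limit, 3 SD over mean compound inhibition, cut at about 8.4% in these data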;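 also: 0% = DMSO-only wells with no growth and 100% = 10 µM 1-NA-PP1 full growth; inhibition rescues growth on 5-FOA so higher OD means more RAM inhibition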
# Lmaj promast = reduces viability of Leishmania major promastigotes. resazurin fluorescence viability. inhibition, % at 10 µM. 9% of 200,000 active. AID 1063; in the data active = inhibition above about 50%;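 also: promastigotes grown with compound for 44 hours at 28 °C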
# S1P3 antagonist = blocks the human S1P3 receptor; Q99500; AID 485; CHO S1P3 NFAT-BLA reporter, FRET fluorescence, antagonist mode; 0.27% of 170,000 active; inhibition, % at 4.98 µM;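 active = inhibition above the plate cutoff, the mean inhibition of test wells on that plate plus 3 SD, cut at about 28% in these data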;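 also: cells challenged with S1P at its EC80 of 0.8 µM; blue over green emission ratio from cleaved BLA substrate after 4 h stimulation; 0% = S1P-stimulated wells and 100% = unstimulated DMSO-only wells; some compounds past the cut are filed as inactive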
# Target sequence (Q99500 whole entry, looked up): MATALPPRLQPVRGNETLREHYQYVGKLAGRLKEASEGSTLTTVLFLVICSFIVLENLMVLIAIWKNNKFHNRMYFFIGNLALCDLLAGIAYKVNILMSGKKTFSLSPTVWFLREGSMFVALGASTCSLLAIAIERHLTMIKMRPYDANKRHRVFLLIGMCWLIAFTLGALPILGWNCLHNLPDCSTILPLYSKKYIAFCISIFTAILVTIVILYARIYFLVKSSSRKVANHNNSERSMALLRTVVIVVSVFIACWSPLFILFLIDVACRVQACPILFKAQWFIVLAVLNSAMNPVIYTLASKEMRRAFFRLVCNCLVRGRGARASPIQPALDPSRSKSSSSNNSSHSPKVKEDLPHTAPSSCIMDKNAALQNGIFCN
# PPARg SRC3 recr = promotes SRC-3 coactivator recruitment by human PPARgamma; P37231; biochemical PPARgamma/SRC-3 coactivator recruitment assay; activation, % at 8 µM; 0.26% of 200,000 active; AID 731; in the data active = activation above about 23%;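 also: 0% = DMSO and 100% = reference agonist; some compounds past the cut are filed as inactive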
# PPARg SRC1 recr = promotes SRC-1 coactivator recruitment by human PPARgamma | P37231 | 0.41% of 200,000 active | activation, % at 8 µM | PPARgamma-SRC-1 coactivator recruitment biochemical assay; in the data active = activation above about 19%;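 also: 0% = DMSO and 100% = reference agonist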
# TR-FRET SRC-2 ct = counter-screen for PPARgamma SRC-2 recruitment agonists: TR-FRET artefact. active compounds read high. 0.4% of 200,000 active. TR-FRET ratio at 8 µM; in the data active = TR-FRET ratio above about 2000; also: inactives centre near 1500; reference of the scale not given here
# bIAP inh = intestinal alkaline phosphatase (bovine) inhibition | purified bovine IAP, CDP-star luminescence, 30 min | 190,000 tested, under 10 active | AID 1019 | inhibition, % at 20 µM;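 active = over 50% inhibition of intestinal alkaline phosphatase at 20 µM in the single-dose screen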
#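 Assay system: bovine IAP enzyme; medium: DEA buffer 100 mM, pH 9.8, with MgCl2 1.0 mM, ZnCl2 0.02 mM; doses: 20 µM single dose; incubation: enzyme reaction for 30 min at room temperature; detection: CDP-star luminescence signal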
# DTT redox prof = compounds producing H2O2 with reducing agent – biochemical, NIH compound library profiling, artefact control for MLSCN library redox annotation, primary screen. DTT-dependent redox cycling H2O2, phenol red/HRP absorbance; 100% = 100 µM peroxide control, 0% = buffer. activation, % at 10 µM. 0.03% of 200,000 active. AID 878;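 active = activation of at least 50% relative to the plate's high and low controls in the primary single-dose screen; inactive = activation below 50%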;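 also: compound incubated with DTT at 0.8 mM final as the reducing agent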
# ROMK mod = modulates human ROMK potassium channel activity; P48048; Tet-inducible ROMK, thallium flux fluorescence; actives lie on both sides; B-score at 10 µM; 2% of 130,000 active;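 active = signal ratio slope over the read window, or its plate-corrected B-score, at least 3 SD from the plate mean, either direction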;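 also: B-score of the F/F0 ratio slope over 7 to 12 s after thallium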
# Target sequence (P48048 whole entry, looked up): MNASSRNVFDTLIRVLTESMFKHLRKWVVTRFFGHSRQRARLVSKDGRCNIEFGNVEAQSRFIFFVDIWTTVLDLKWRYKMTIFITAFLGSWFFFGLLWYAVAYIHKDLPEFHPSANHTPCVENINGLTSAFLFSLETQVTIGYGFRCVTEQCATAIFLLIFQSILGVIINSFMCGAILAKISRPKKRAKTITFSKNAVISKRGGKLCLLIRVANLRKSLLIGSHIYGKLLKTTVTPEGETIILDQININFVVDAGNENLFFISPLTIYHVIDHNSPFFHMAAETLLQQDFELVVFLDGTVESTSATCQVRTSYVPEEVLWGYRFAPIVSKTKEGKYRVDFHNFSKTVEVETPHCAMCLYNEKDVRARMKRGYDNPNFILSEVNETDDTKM
# PPARg SRC-2 ag = agonists of SRC-2 recruitment by human PPARgamma; P37231; PPARgamma LBD-SRC-2 recruitment, biochemical; activation, % at 8 µM; 0.34% of 200,000 active; AID 1032; in the data active = activation above about 22%;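 also: 0% = vehicle and 100% = reference agonist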
# Efa HMGR inh = blocks class II HMG-CoA reductase of Enterococcus faecalis. purified E. faecalis HMGR, NADPH absorbance 340 nm kinetic. inhibition, % at 10 µM. 0.41% of 190,000 active;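 active = inhibition above a set limit, the median over all tested compounds plus 3 SD, cut at about 9.5% in these data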;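 also: enzyme runs in reverse so mevalonate oxidation gives rising NADPH absorbance; 0% = complete reaction with DMSO and 100% = background rate lacking mevalonate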
# Starred values were filed as active, the others as inactive; nt = not tested or not shown.
# Every second line gives: RAM inhibit, Lmaj promast, S1P3 antagonist, PPARg SRC3 recr, PPARg SRC1 recr, TR-FRET SRC-2 ct, bIAP inh, DTT redox prof, ROMK mod, PPARg SRC-2 ag, Efa HMGR inh
> Cn1cccc1/C=C1\Cc2ccccc2C1=O
  1.5, -2, 6, 14, 19, 1747, 12, -0.8, -1.1, 24*, -4
> COc1cccc(C2NC(=O)NC(C)=C2C(=O)OCCSC)c1OC (stereo not drawn)
  nt, 2, -15, 9, 4, 1516, nt, -0.4, 0.55, -2, nt
> CCn1cc(C(=O)N2CCc3ccccc32)c(=O)c2cc(S(=O)(=O)N(C)C3CCCCC3)ccc21
  4.5, 5, 5, 0, 4, 1631, 16, 1.0, -2.8*, 2, 5
> CSCCC(NC(=O)c1ccco1)C(=O)OC(C)C(=O)NC(=O)NC1CCCCC1 (stereo not drawn)
  0.1, 7, 2, -18, 3, 1667, 6, 0.7, nt, 7, 2
> CC1CC(C)CN(CCCNC(=O)C2CCC(=O)N2C2CCCC2)C1 (stereo not drawn)
  1.3, -5, -22, 4, 0, 1527, -2, 2.5, nt, 8, 2
> CC(C)CC1CC(=O)OC1(C)C(=O)CSc1nc2ccccc2s1 (stereo not drawn)
  5.9, -7, nt, 1, 9, 1560, 5, 2.0, nt, -3, -8
> Cc1ccccc1C(=O)Nc1cccc(NC(=O)c2ncn[nH]2)c1
  1.7, 3, -9, -1, -5, 1592, -12, 0.2, -0.13, 1, -11
> Cc1c(NC(=O)C(C)OC(=O)CNC(=O)c2ccc(C(C)(C)C)cc2)c(=O)n(-c2ccccc2)n1C (stereo not drawn)
  1.5, -8, nt, -1, -6, 1531, 8, 1.1, nt, 5, -2
> O=C(NC1CCCC1)C1CC(c2ccc(F)cc2)=NO1 (stereo not drawn)
  0.0, -8, -19, 4, 6, 1518, 2, -1.2, 0.26, -2, -6
> O=C1C(C=Nc2ccccc2O)=C(O)c2ccccc21
  1.5, 23, 12, 7, 8, 1496, 2, -0.3, 0.6, 12, -4
> CCN(CCO)C(=S)Nc1cc(S(=O)(=O)N(C)C)ccc1C
  -1.1, -1, -10, 0, 2, 1688, 0, -1.6, -0.039, -1, -4
> O=C(NCn1ccc(=O)[nH]c1=S)c1ccccc1
  0.8, -4, -20, 1, 5, 1586, 6, 2.1, nt, -3, -2
> O=C(Cc1ccccc1)Nc1ccc(N2CCCCC2)cc1
  1.5, 5, -10, 3, -2, 1596, 6, -0.6, 0.11, 4, 2
> Cc1nc(-c2ccccc2)nc2[nH]c(=O)n(-c3ccccc3)c(=O)c12
  3.7, 9, 10, 10, -4, 1687, -3, 0.5, -0.16, 5, 0
> O=C(c1cc([N+](=O)[O-])ccc1Cl)N1c2ccccc2Sc2ccccc21
  2.5, 35, 2, -1, -7, 1431, 24, 2.5, 0.043, -7, -6
> O=C(COC(=O)Cn1nnc2ccccc21)Nc1ccccc1Br
  -1.1, -6, -7, 4, -8, 1528, 7, 0.1, nt, -3, 3
> Cc1cc(NC(=O)CCCN2C(=O)/C(=C/c3cccs3)SC2=S)no1
  -1.0, -6, -4, 0, 0, 1462, 14, 1.5, nt, -2, -8
> COc1ccc(/C=N/N2C(=O)C3C4C=CC(CC4)C3C2=O)c(OC)c1 (stereo not drawn)
  1.6, -7, -5, 6, 4, 1615, 6, 0.0, 0.32, 1, -4
> Cc1ccc(S(=O)(=O)N2CCOCC2)cc1NC(=O)COC(=O)CSc1ccc(Br)cc1C
  2.4, -8, nt, 13, 3, 1539, -1, -0.1, 0.57, 3, -6
> O=C(N/N=C/c1ccsc1)C1CC1
  -0.5, -14, 16, 7, 2, 1683, 5, -0.1, 0.19, 0, 0
> CCOC(=O)NN1C(=O)c2ccccc2NC1c1ccccn1 (stereo not drawn)
  -0.1, -3, -2, -1, 5, 1796, 3, -0.3, 0.47, -4, -1
> CC(C)Cn1c(N)c(C(=O)CSc2cc(Cl)ccc2Cl)c(=O)n(C)c1=O
  4.8, 5, 3, 0, 9, 1580, 2, 0.0, -0.21, 1, 1
> CCCCC(=O)Nc1ccc(C(=O)Nc2nnc(COC)s2)cc1
  3.5, -3, nt, -9, -2, 1520, 4, 0.1, -2.2, -5, -2
> N=c1sccn1CC(=O)Nc1ccc(SC(F)F)cc1
  -0.1, 24, -18, -3, -2, 1505, -7, -0.4, -0.15, 1, -3
> C=CCc1c(C)nc(SCC(=C)C)[nH]c1=O
  0.5, -7, nt, -5, -1, 1301, 10, -0.1, 0.31, 1, -9
> Cc1nn(-c2ccc(Cl)cc2)c(Cl)c1/C=C(\C#N)C(N)=O
  1.9, 24, -5, 2, 0, 1394, 10, 0.3, -1.4, 2, -3
> NC(=O)[C@@H]1CCCNc2c(I)cc([N+](=O)[O-])cc2C(=O)N[C@@H](CCC(=O)O)C(=O)N[C@@H](CO)C(=O)N1
  1.4, -9, -9, 2, 3, 1449, 7, 0.6, 0.48, 5, -9
> COC(=O)c1cc2sccc2n1Cc1nc(-c2ccc(Cl)cc2)oc1C
  3.0, 6, nt, 6, 3, 1552, 13, -6.8, 0.82, 2, 2
> COCCNC(=O)CN1CCC(n2c(C)nc3cc(C(F)(F)F)ccc32)CC1
  0.3, -6, -15, 0, -3, 1395, -5, -0.9, nt, 2, -2
> CCN(CC(=O)Nc1c(F)cccc1F)C(=O)CCc1c[nH]c2ccccc12
  -1.0, 10, 4, 4, 0, 1388, -6, -0.2, -0.75, -2, -4

# Part of the list above, field by field.
Cc1ccccc1C(=O)Nc1cccc(NC(=O)c2ncn[nH]2)c1
  RAM inhibit: 1.7
  Lmaj promast: 3
  S1P3 antagonist: -9
  PPARg SRC3 recr: -1
  PPARg SRC1 recr: -5
  TR-FRET SRC-2 ct: 1592
  bIAP inh: -12
  DTT redox prof: 0.2
  ROMK mod: -0.13
  PPARg SRC-2 ag: 1
  Efa HMGR inh: -11

Cc1c(NC(=O)C(C)OC(=O)CNC(=O)c2ccc(C(C)(C)C)cc2)c(=O)n(-c2ccccc2)n1C (stereo not drawn)
  RAM inhibit: 1.5
  Lmaj promast: -8
  S1P3 antagonist: nt
  PPARg SRC3 recr: -1
  PPARg SRC1 recr: -6
  TR-FRET SRC-2 ct: 1531
  bIAP inh: 8
  DTT redox prof: 1.1
  ROMK mod: nt
  PPARg SRC-2 ag: 5
  Efa HMGR inh: -2

# Additional compounds:
Compound	RAM inhibit	Lmaj promast	S1P3 antagonist	PPARg SRC3 recr	PPARg SRC1 recr	TR-FRET SRC-2 ct	bIAP inh	DTT redox prof	ROMK mod	PPARg SRC-2 ag	Efa HMGR inh
CCOC(=O)N1CCC(NC(=O)c2cccn3c(=O)c4cc(Br)ccc4nc23)CC1	1.0	6	nt	9	5	1527	-1	-0.6	nt	3	1
O=C(Nc1sccc1C(=O)NCc1ccco1)c1cccnc1	0.9	8	33	-1	1	1745	-3	3.1	nt	0	-4
O=C(Cn1nnc(-c2ccccc2)n1)N=Nc1c(O)[nH]c2ccccc12	1.2	-5	nt	-2	-5	1461	-22	0.0	-0.41	3	-1
O=C1OC(N2CCN(Cc3ccccc3)CC2)c2ccccc21 (stereo not drawn)	nt	-8	-47	6	5	1535	nt	2.0	nt	6	nt
Cc1cc(C)n(-c2ccc(C(=O)Nc3ccccn3)cc2)n1	1.6	5	-8	0	0	1457	2	0.0	0.034	8	2
Cn1c(Cn2cnc(Cl)c2Cl)nc2ccccc21	0.5	0	nt	12	4	1496	8	-0.5	-0.19	6	0
O=C1c2cnc3nc(SCc4ccccc4)nn3c2CC2c3ccccc3CCN12 (stereo not drawn)	3.7	4	nt	7	-6	1378	7	-2.2	0.16	-2	-2
Cc1cc(C)nc(NC(N)=NC2CCCCC2)n1	1.1	14	21	2	-4	1529	-1	-0.2	-0.59	3	1
Cc1nn(C)c(C)c1S(=O)(=O)N1CCC(C(=O)NC2CCCCC2)CC1	0.5	-4	-3	6	10	1463	3	2.4	nt	-6	-9
CCOC(=O)C1CCCN(C(=O)CN2C(=O)c3ccccc3C2=O)C1 (stereo not drawn)	1.4	-2	-16	0	4	1620	4	-0.1	0.24	5	5
Cn1c(-c2cnn(-c3ccccc3)c2N)n[nH]c1=S	2.5	-3	-1	0	-1	1724	-3	0.1	-0.5	-2	0
CCc1c(C)nc2c(Br)cccc2c1SCCC#N	2.5	7	-1	12	11	1953	-2	-0.5	nt	19	-2
Cc1nc2ccc(Br)cn2c1C(=O)N/N=C\c1ccccc1[N+](=O)[O-]	2.8	1	-12	4	4	1743	-11	-0.5	-0.78	3	0
O=NN(CCc1ccncc1)c1ccc(OCc2ccccc2)cc1	0.5	86*	33*	-7	0	1568	3	-0.1	-2.4	3	-6
CC(=O)NC(c1cccs1)c1cc([N+](=O)[O-])c2cccnc2c1O (stereo not drawn)	0.1	-3	-1	0	4	1577	-4	0.6	nt	-5	-5
O=C1c2ccccc2-c2c1nc1c([n+]2[O-])CCCC1	1.2	12	-21	1	1	1620	3	-1.6	0.88	7	3
Cc1c(C#N)c(NC(=O)c2cccc(Cl)c2)n(Cc2ccccc2)c1C	3.1	2	nt	1	-7	1471	11	3.1	nt	-8	1
C=C1N(C)c2cc([N+](=O)[O-])c(N)cc2C1(C)C	1.4	13	17	1	6	1769	23	0.3	0.03	13	-1
Cc1sc2ncnc(NCC(C)(C)N3CCOCC3)c2c1C	1.4	35	nt	-1	3	1436	4	0.2	-1.4	6	-4
CC(C)CCn1c(N2CCOCC2)nc2c1c(=O)n(CC(N)=O)c(=O)n2C	1.5	5	-32	-1	-4	1501	-2	1.5	-0.73	-4	0
Cc1cc(C)nc(Sc2nc(Cl)nc(N(c3ccccc3)c3ccccc3)n2)n1	2.1	45	nt	10	2	1655	-1	0.0	-1.7	14	-3
C/C(CCN1CCCCc2nc(C)c(C)cc21)=N\O[C@H](C)c1cn([C@H](CO)Cc2ccccc2)nn1	0.5	-4	-13	0	-1	1362	-15	0.5	0.4	-11	12*
COc1ccc(N=C2S/C(=C\c3cc(C)n(C)c3C)C(=O)N2CC(C)C)cc1	1.2	2	nt	10	11	1430	8	-5.7	0.28	-1	-5
CCCC(c1nnnn1CCOC)N1CCN(Cc2ccccc2)CC1 (stereo not drawn)	1.9	-1	nt	12	9	1815	3	1.1	nt	10	-2
CCOc1ccc(C2C=C(c3ccccc3)Nc3nnnn32)cc1 (stereo not drawn)	6.7	-5	17	-1	4	1552	14	-0.5	-0.27	0	0

# Record cards (already shown).
# Cc1ccccc1C(=O)Nc1cccc(NC(=O)c2ncn[nH]2)c1 in the list: RAM inhibit: 1.7; Lmaj promast: 3; S1P3 antagonist: -9; PPARg SRC3 recr: -1; PPARg SRC1 recr: -5; TR-FRET SRC-2 ct: 1592; bIAP inh: -12; DTT redox prof: 0.2; ROMK mod: -0.13; PPARg SRC-2 ag: 1; Efa HMGR inh: -11
# O=C(NC1CCCC1)C1CC(c2ccc(F)cc2)=NO1 (stereo not drawn) in the list: RAM inhibit: 0.0; Lmaj promast: -8; S1P3 antagonist: -19; PPARg SRC3 recr: 4; PPARg SRC1 recr: 6; TR-FRET SRC-2 ct: 1518; bIAP inh: 2; DTT redox prof: -1.2; ROMK mod: 0.26; PPARg SRC-2 ag: -2; Efa HMGR inh: -6
